MrgX1 antagonist: human MrgX1 receptor antagonism, primary screen | Q96LB2 | MRGX1-HEK293 calcium flux, Fluo-4, BAM8-22 antagonism; stronger effect = lower value | B-score at 10 µM | 310,000 compounds, 1.3% hits;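 active = calcium-response B-score plate-corrected more than 3 library SD below zero, starting fluorescence within 5 deviations, no agonist response on first addition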;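 also: peak minus trough fluorescence over baseline after final BAM8-22 challenge near maximal dose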
Target sequence (Q96LB2 whole entry, looked up): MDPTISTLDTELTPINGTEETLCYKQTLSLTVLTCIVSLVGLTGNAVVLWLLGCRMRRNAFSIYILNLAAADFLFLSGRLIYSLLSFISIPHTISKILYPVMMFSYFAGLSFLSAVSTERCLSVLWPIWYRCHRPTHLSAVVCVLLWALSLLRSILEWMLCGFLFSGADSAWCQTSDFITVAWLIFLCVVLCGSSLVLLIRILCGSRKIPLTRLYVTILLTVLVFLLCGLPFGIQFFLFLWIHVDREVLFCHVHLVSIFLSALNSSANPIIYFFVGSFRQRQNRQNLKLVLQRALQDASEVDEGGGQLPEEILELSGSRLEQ
RGS4 block: human RGS4 inhibition | 310,000 compounds, 0.45% hits | AID 463165 | HEK293 M3R/RGS4 inducible, Fluo-4 calcium flux; stronger effect = higher value; triggered by carbachol at its EC20 | B-score at 10 µM | P49798;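 active = B-score, a plate-corrected calcium signal, over three deviations above library mean, with baseline fluorescence within five deviations of library mean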;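 also: RGS4 expression induced by doxycycline in cells with stable M3 receptor; B-score is computed from the integrated fluorescence ratio over baseline after carbachol; higher B-score means a larger calcium signal and so more RGS4 inhibition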
Target sequence (P49798 whole entry, looked up): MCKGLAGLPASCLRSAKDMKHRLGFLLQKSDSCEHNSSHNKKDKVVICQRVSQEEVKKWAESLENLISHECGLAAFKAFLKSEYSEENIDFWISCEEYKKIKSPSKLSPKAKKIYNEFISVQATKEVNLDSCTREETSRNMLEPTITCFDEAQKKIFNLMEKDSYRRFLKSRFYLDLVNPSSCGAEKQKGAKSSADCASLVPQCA
TRPC6 act: activators of mouse TRPC6 channel | AID 2550 | B-score at 10 µM | Q61143 | HEK293-TRPC6 membrane potential dye fluorescence; stronger effect = higher value | 310,000 compounds, 0.13% hits;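 active = B-score of the integrated fluorescence ratio above library mean plus 3 SD, and starting fluorescence ratio within library mean plus 5 SD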;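 also: higher score means more depolarization so channel activation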
MrgX1 agonist: human MrgX1 receptor agonism, primary screen | MrgX1-HEK293 cells, Fluo-4 calcium fluorescence, agonist mode; stronger effect = higher value | 310,000 compounds, 0.44% hits | B-score at 10 µM | Q96LB2;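 active = calcium response B-score plate-corrected fluorescence ratio at least 3 library SD, with starting fluorescence B-score inside 5 SD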
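Material: MrgX1-expressing HEK293 cells / Dosing: compound as first of three additions / Incubation: overnight seeding, then 1 h dark dye loading / Signal: Fluo-4 NW calcium fluorescence / Evaluation: B-scored fluorescence response ratio / Benchmarks: positive and negative control wells on each plate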
TRPC6 inhibitor: blocks the mouse TRPC6 cation channel; Q61143; HEK293-TRPC6, membrane potential dye, ACh-evoked depolarization; stronger effect = lower value; B-score at 10 µM; 310,000 compounds, 1.1% hits; AID 2553;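 active = B-score under library mean minus 3 SD, initial fluorescence not abnormally high, positive integrated signal ratio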;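 also: B-score derived from integrated fluorescence ratio over the kinetic read; more negative B-score means stronger inhibition of depolarization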
TRPC4 agonist: opens the mouse TRPC4 cation channel; Q9QUQ5; HEK293 TRPC4beta/mu-opioid, Fluo4 calcium fluorescence; stronger effect = higher value; B-score at 10 µM; 310,000 compounds, 0.49% hits; AID 2237;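 active = B-score above 5 SD of library B-scores, and initial fluorescence ratio not above library mean plus 5 SD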;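 also: positive B-score marks a calcium rise read as TRPC4 activation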
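System – HEK293 cells stably co-expressing mouse TRPC4beta and mu-opioid receptor · Signal – Fluo4 calcium-sensitive dye fluorescence, kinetic, 1 Hz baseline · Benchmarks – buffer (low) and maximal DAMGO (high) · Read-out – B score of integrated fluorescence ratio per well · Incubation – dye loading 45 min room temperature, 110 s kinetic read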
TMEM16A inh: mouse TMEM16A channel inhibition, primary screen. Q8BHY3. HEK293 TMEM16A/YFP iodide influx fluorescence, ionomycin. normalized B-score (activity score, 25-100; higher = stronger inhibition) at 10 µM. 310,000 compounds, 1.2% hits. AID 588511;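 active = ratio plate-corrected score three or more library SD toward inhibition, starting fluorescence score within five deviations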;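 also: score derived from kinetic fluorescence span divided by baseline fluorescence per well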
ANO1 activ: activators or potentiators of mouse TMEM16A chloride channel; Q8BHY3; HEK293 TMEM16A/YFP-H148Q/I152L, iodide quench fluorescence; stronger effect = lower value; B-score at 10 µM; 340,000 compounds, 0.3% hits;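 active = fluorescence-ratio B-score plate-corrected deviation score at least 3 library SD below zero, with starting fluorescence score within 5 deviations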;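 also: channel opened by trigger with iodide after compound preincubation; score built on the fluorescence ratio of max minus min over baseline; more negative score means more quench and so TMEM16A activation or potentiation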
MrgX1 PAM: allosterically activates human MrgX1 receptor signaling; MrgX1-HEK293, Fluo-4 calcium flux, FDSS; stronger effect = higher value; B-score at 10 µM; 310,000 compounds, 0.63% hits; AID 588675;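 active = plate-corrected calcium response at least 3 library SD above typical, normal starting fluorescence, not activating the receptor alone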;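 also: compound read alongside a low EC10 to EC30 dose of BAM8-22 agonist; peak minus trough fluorescence over baseline measured at the second addition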
TRPC4 inh: inhibitors of mouse TRPC4 channel; AID 2247; B-score at 10 µM; 300,000 compounds, 0.39% hits; HEK293 TRPC4beta/mu-opioid, DAMGO-evoked Fluo4 calcium flux; stronger effect = lower value; Q9QUQ5;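 active = B-score over 3 SD under the library average, no early fluorescence shift, positive overall ratio signal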
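Assay system – HEK293 line stably carrying TRPC4beta and mu-opioid receptor · Doses – single dose · Detection – Fluo4 calcium-dye fluorescence, kinetic read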
TRPC4 potent: allosteric potentiators of mouse TRPC4 channel; Q9QUQ5; B-score at 10 µM; 310,000 compounds, 0.42% hits; AID 2227; HEK293 TRPC4beta/mu-opioid, DAMGO EC20, Fluo-4 Ca2+ flux; stronger effect = higher value;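 active = B-score of calcium response area above 5 SD of library B-scores, with initial fluorescence ratio within 5 SD of library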;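 also: B-score of integrated fluorescence ratio over time as area under calcium response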
* marks the source's active call; other numbers are inactive results; i = inactive; . = not tested or not shown.

Start of the data: the first 2 compounds (preview)
SMILES	MrgX1 antagonist	RGS4 block	TRPC6 act	MrgX1 agonist	TRPC6 inhibitor	TRPC4 agonist	TMEM16A inh	ANO1 activ	MrgX1 PAM	TRPC4 inh	TRPC4 potent
CCn1cc(-c2cc(C(=O)O)c3ccccc3n2)c(C)n1	i	i	i	i	i	i	i	i	i	i	i
Cc1cccc(CSCc2ccc(C(=O)NC(C)C)o2)c1	i	i	i	i	i	i	i	i	i	i	i

All compounds of this part, repeating the preview:
SMILES	MrgX1 antagonist	RGS4 block	TRPC6 act	MrgX1 agonist	TRPC6 inhibitor	TRPC4 agonist	TMEM16A inh	ANO1 activ	MrgX1 PAM	TRPC4 inh	TRPC4 potent
CCn1cc(-c2cc(C(=O)O)c3ccccc3n2)c(C)n1	i	i	i	i	i	i	i	i	i	i	i
Cc1cccc(CSCc2ccc(C(=O)NC(C)C)o2)c1	i	i	i	i	i	i	i	i	i	i	i
O=C(O)Cn1c(CCS(=O)(=O)c2ccc(Br)cc2)nc2ccccc21	i	i	i	i	i	i	i	i	i	i	i
CCC(=O)Nc1cccc(-c2cn3ccsc3n2)c1	i	i	i	i	i	i	i	i	i	i	i
COc1ccccc1N1CCN(C(=O)c2cccc(N3C(=O)NC4CC3(C)Oc3ccccc34)c2)CC1 (stereo not given)	i	i	i	i	i	i	i	i	i	i	i
O=S(=O)(NCc1ccccc1)c1ccc(S(=O)(=O)N(Cc2cccs2)CC2CCCO2)cc1 (stereo not given)	i	i	i	i	i	i	i	i	i	i	i
CCOC(=O)c1nnc2cc(-c3ccccc3)nn2c1C	i	.	.	i	.	.	i	i	i	.	.
Cc1cccc(NC(=O)Cn2nnc(-c3cccs3)n2)c1C	i	i	i	i	i	i	i	i	i	i	i
C=CCc1cccc(Cl)c1OCCON1C(=O)CCC1=O	i	i	i	i	i	i	i	i	i	i	i
COC(=O)c1ccc(C(=O)OC)c(NC(=O)CSCc2ccc(Cl)cc2)c1	i	i	i	i	i	i	i	i	i	i	i
c1ccc(SCc2nc3ccccc3[nH]2)cc1	i	i	i	i	i	i	i	i	i	i	i
CCn1ccnc1CN(C)C(=O)c1cc(COc2ccc(-n3cncn3)cc2)on1	i	i	i	i	i	i	i	i	i	i	i
C=CCNS(=O)(=O)c1ccc2nsnc2c1	i	i	i	i	i	i	i	i	i	i	i
Cc1cccc(NC(=O)c2cc([N+](=O)[O-])ccc2N2CCCCC2)n1	i	i	i	i	i	i	i	i	i	i	i
Cc1c(C(=O)N(Cc2ccccc2)Cc2cccs2)cnn1-c1ccc(Cl)cc1	i	i	i	i	i	i	i	i	i	i	i
CC(C)NCC(O)c1ccc2ccccc2c1 (stereo not given)	i	.	.	i	.	.	i	i	i	.	.
O=C(O)c1cccc(S(=O)(=O)NCC2CCCO2)c1 (stereo not given)	i	i	i	i	i	i	i	i	i	i	i
CCOC(=O)c1cc(NC(=O)CC(C)(C)CC(=O)O)ccc1N1CCCCC1	i	i	i	i	i	i	i	i	i	i	i
CCOc1ccc(/C=N/NC(=O)c2nnn(-c3nonc3N)c2-c2ccc(OCC)cc2)cc1	i	i	i	i	i	i	i	i	i	i	i
COCCCNC(=O)C1=CCN(S(=O)(=O)c2ccc(OC)cc2)CC1	i	i	i	i	i	i	i	i	i	i	i
CC1(C)Cc2ccccc2C(CSc2ccccc2C(=O)O)=N1	i	i	i	i	i	i	i	i	i	i	i
O=C(CSc1nnc(-c2cccs2)o1)c1cccs1	i	i	i	i	i	i	i	i	i	i	i
CN(CCNC(=O)c1cccc(N2CCCC2=O)c1)Cc1ccccc1	i	i	i	i	i	i	i	i	i	i	i
COCCNC(=O)CSc1ccccc1C(=O)O	i	i	i	i	i	i	i	i	i	i	i
COc1cc(NS(=O)(=O)c2ccc(NC(=S)NC(=O)C3CCCC3)cc2)nc(OC)n1	i	i	i	i	i	i	i	i	i	i	i
O=c1cc(N2CCc3ccccc32)[nH]c(=O)n1-c1ccc(Br)cc1	i	i	i	i	i	i	i	i	i	i	i
COc1ccc(NC(=S)NCCCn2ccnc2)cc1	i	i	i	i	i	i	i	i	i	i	i
Cc1ccc(CNC(=O)C2CCCN(S(=O)(=O)N3CC(C)CC(C)C3)C2)cc1 (stereo not given)	i	i	i	i	i	i	i	i	i	i	i
O=C(OCn1ncc(Cl)c(Cl)c1=O)c1ccc(F)cc1	i	i	i	i	i	i	i	.	i	i	i
CN1CCN(C(=O)/C(=C/c2cn(C)c3ccccc23)NC(=O)c2ccccc2)CC1	i	i	i	i	i	i	i	i	i	i	i
Cc1oc2c(CN(C)C)c(O)ccc2c(=O)c1-c1ccc2ccccc2n1	-8.6*	i	i	i	i	i	i	i	i	i	i
COc1ccc(N2C(=O)CSC2c2ccncc2)cc1 (stereo not given)	i	i	i	i	i	i	i	i	i	i	i
COc1ccc(C2=CC3=CC(=O)C(C)(O)C(=O)C3=CO2)cc1 (stereo not given)	i	i	i	i	i	i	i	.	i	i	i
CCNc1ccc(C(=O)OCC(=O)NCc2ccccc2Cl)cc1[N+](=O)[O-]	i	i	i	i	i	i	i	i	i	i	i
O=C(NC(=S)Nc1cc(C(F)(F)F)ccc1Cl)c1ccccc1	i	i	i	i	i	i	i	i	i	i	i
Cc1ccc(S(=O)(=O)N2CCCCC2)cc1C(=O)OC1CCCCC1=O (stereo not given)	i	i	i	i	i	i	i	i	i	i	i
CCSCc1nnc(SCC(=O)c2ccc(OC)cc2)n1C	i	i	i	i	i	i	i	i	i	i	i
Cc1ccc(-n2ncc(C(=O)NC3CC3)c2C2CCN(C(=O)OC(C)(C)C)CC2)cc1	i	i	i	i	i	i	i	i	i	i	i
CC(C)CC(=O)Nc1ccc2c(c1)nc(CCN1CCCCC1)n2C	i	i	i	i	i	i	i	i	i	i	i
COc1ccc(OC)c(C(=O)c2ccccc2)c1	i	i	i	i	i	i	i	i	i	i	i
Cc1ccc(C(=O)N2CCN(c3ccc(NC(=O)Cc4ccccc4)cc3)CC2)cc1	i	i	i	i	i	i	i	i	i	i	i
Cc1nc(NS(=O)(=O)c2ccccc2)sc1NC(=O)OC(C)C	i	i	i	i	i	i	i	i	i	i	i
CCc1ccc(C)c(OC(=O)c2cncc(Br)c2)c1	i	i	i	i	i	i	i	i	i	i	i
COc1cc(OC)cc(-c2nnc(SCc3c(F)cccc3Cl)o2)c1	i	i	i	i	i	i	i	i	i	i	i
Cc1cc(C(=O)Nc2ccc(Cl)cc2)c(C)n1-c1ccccc1	i	i	i	i	i	i	i	i	i	i	i
CC(C)(C)c1ccc(C(=O)NCC(=O)N/N=C/c2cccnc2)cc1	i	i	i	i	i	i	i	i	i	i	i
CC1CC2c3cccc(C(=O)O)c3C(=O)N2c2ccc(Cl)cc21 (stereo not given)	i	i	i	i	i	i	i	i	i	i	i
Cc1noc(NS(=O)(=O)c2ccc(NC(=O)CS(=O)(=O)c3ccccc3)cc2)c1C	i	i	i	i	i	i	i	i	i	i	i
Cc1c(C(=O)O)oc2c1ccc1ccccc12	i	i	i	i	i	i	i	i	i	i	i
CCOC(=O)c1sc2nc(Cc3ccc(Cl)cc3)[nH]c(=S)c2c1C	i	i	i	i	i	i	i	i	i	i	i
CCOC(=O)c1ccc(NC(=O)c2cc3c(s2)CCC3)cc1	i	i	i	i	i	i	i	i	i	i	i
C/C(=N\NC(=O)c1cc([N+](=O)[O-])cc([N+](=O)[O-])c1)c1ccco1	i	i	i	i	i	i	i	i	i	i	i
CCC1(CC)C(=O)C2=C3C1[C@H](C(=O)OC)C=C(C(=O)OC)C[C@H]3[C@H]1C(=O)N(CC(=O)OC)C(=O)[C@H]1[C@H]2C (stereo not given in full)	i	i	i	i	i	i	i	i	i	i	i
S=C1NC2=C(CCCC2)C2(CCCCC2)N1	i	i	i	i	i	i	i	i	i	.	i
CCCOC(=O)c1ccc(NC(=O)/C=C/c2cccs2)cc1	i	i	i	i	i	i	25*	i	i	i	i
CC(C)NC(=O)C1CCN(C2CCN(C(=O)c3cc4c(s3)CCCCC4)CC2)CC1	i	i	i	i	i	i	i	i	i	i	i
COc1cccc2[nH]c(=O)c(-c3ccccc3)cc12	i	i	i	i	i	i	i	i	i	i	i
COc1ccc(N2C(=O)CSC23C(=O)N2c4c(cccc43)C(C)=CC2(C)C)cc1 (stereo not given)	i	i	i	i	i	i	i	i	i	i	i
COc1ccc(-c2cn(CCC(=O)O)c(-c3ccncc3)n2)cc1	i	.	.	i	.	.	i	i	i	.	.
CCOC(=O)C1C(=O)CC(C)(O)C(C(=O)OCC)C1c1ccccc1 (stereo not given)	i	i	i	i	i	i	i	i	i	i	i
(listing goes on)
SMILES	MrgX1 antagonist	RGS4 block	TRPC6 act	MrgX1 agonist	TRPC6 inhibitor	TRPC4 agonist	TMEM16A inh	ANO1 activ	MrgX1 PAM	TRPC4 inh	TRPC4 potent
C/C(N)=C(/C#N)C(=O)COC(=O)c1ccc(C)c(S(=O)(=O)N2CCCCC2)c1	i	i	i	i	i	i	i	i	i	i	i
O=C(CN(C(=O)c1csnn1)c1ccccc1C(F)(F)F)NC1CCCCC1	i	i	i	i	i	i	i	i	i	i	i
O=S(=O)(Nc1cccc(-c2nc3cccnc3s2)c1)c1ccc2c(c1)CCCC2	i	i	i	i	i	i	i	i	i	i	i
COCCNC(=O)/C=C/c1c(Cl)cccc1Cl	i	i	i	i	i	i	i	i	i	i	i
Cc1ccc(O)c(N=NC2=C(O)CC(C)(C)CC2=O)c1	i	i	i	i	i	i	i	i	i	i	i
Cc1cnc(NC(=O)CSc2ncc(-c3ccccc3)n2Cc2ccco2)s1	i	i	i	i	i	i	i	i	i	i	i
FC(F)Oc1ccccc1C1CC(c2ccc(Br)s2)Nc2ncnn21 (stereo not given)	i	i	i	i	i	i	i	i	i	i	i
CCCC(=O)N(Cc1cc(=O)[nH]c2ccccc12)c1ccccc1C	i	i	i	i	i	i	i	i	i	i	i
O=C(COC(=O)c1cc(Br)ccc1O)Nc1cccnc1Cl	i	i	i	i	i	i	i	i	i	i	i

High-throughput results (PubChem)
